# SMARCA2 act – SMARCA2 function activation, primary screen; MG213 cells, MMTV-luciferase reporter, dexamethasone, overnight; activation, % at 9.1 µM; actives 1% (n = 370,000); AID 652017; in the data active means activation above about 7.8%;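 further: 0% = vehicle wells and 100% = reference activator wells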
# HTRA1 inh – inhibitors of human serine peptidase HTRA1 | Q92743 | recombinant HTRA1, FP-rhodamine activity-based probe, fluorescence polarization | inhibition, % at 5.96 µM | actives 0.5% (n = 340,000); in the data active means inhibition above about 36%;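 further: 0% = enzyme with DMSO and 100% = wells lacking enzyme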
# PG9 binder – small molecules binding HIV-1 gp120 antibody PG9 | AID 624416 | TR-FRET gp120-PG9 antibody binding | actives 0.43% (n = 360,000) | inhibition, % at 6.7 µM; in the data active means inhibition above about 8.5%
# Rev-erbA mod – Rev-erb alpha (human) modulation | P20393 | actives 0.79% (n = 370,000) | Rev-erbα–FITC-DNA binding, fluorescence polarization, 90 min | activity, % at 10 µM;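 active means activity above about 14%, limit read from the data; passing the limit was not always enough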;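 further: 0% = DMSO wells with 35 nM protein and 100% = DMSO wells with 750 nM protein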
# GC-A act – GC-A (human) enzyme activation. HEK293 GC-A cells, cGMP TR-FRET, EC30 ANP; 0% at EC30 ANP, 100% saturating ANP. P16066. actives 0.14% (n = 370,000). AID 1671463. activation, % at 10 µM; in the data active means activation above about 40%
# Target sequence (P16066 whole entry, looked up): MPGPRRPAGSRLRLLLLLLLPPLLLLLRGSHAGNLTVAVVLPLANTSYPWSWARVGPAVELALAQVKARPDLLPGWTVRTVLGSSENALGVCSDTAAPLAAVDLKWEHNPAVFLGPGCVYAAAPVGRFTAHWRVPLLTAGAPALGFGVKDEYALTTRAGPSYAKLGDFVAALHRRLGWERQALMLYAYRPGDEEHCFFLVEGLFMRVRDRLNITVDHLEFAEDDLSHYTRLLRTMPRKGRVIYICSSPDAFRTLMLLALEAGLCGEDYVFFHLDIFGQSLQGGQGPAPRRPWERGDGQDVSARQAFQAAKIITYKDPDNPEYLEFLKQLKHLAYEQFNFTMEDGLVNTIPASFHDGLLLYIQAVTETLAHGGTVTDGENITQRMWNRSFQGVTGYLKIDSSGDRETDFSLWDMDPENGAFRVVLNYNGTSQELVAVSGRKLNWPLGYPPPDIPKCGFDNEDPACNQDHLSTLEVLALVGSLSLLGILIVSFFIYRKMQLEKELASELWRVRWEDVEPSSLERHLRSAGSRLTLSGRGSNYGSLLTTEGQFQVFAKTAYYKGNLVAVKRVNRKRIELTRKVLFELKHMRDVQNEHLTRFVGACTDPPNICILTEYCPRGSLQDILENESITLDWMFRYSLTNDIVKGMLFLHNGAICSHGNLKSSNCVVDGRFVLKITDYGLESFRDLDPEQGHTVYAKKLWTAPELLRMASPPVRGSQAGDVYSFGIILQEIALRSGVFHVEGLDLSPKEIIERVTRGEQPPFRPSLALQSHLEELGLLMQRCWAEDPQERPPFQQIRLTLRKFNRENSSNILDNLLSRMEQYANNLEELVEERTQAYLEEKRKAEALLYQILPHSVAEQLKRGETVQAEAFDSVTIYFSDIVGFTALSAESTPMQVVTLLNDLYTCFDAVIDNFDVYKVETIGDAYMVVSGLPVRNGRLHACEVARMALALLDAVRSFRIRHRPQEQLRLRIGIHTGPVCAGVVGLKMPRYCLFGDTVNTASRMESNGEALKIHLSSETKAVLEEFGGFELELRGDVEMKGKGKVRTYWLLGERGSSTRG
# ABHD4 inh – inhibitors of mouse ABHD4; AID 720543; Q8VD66; actives 0.54% (n = 370,000); inhibition, % at 8.92 µM; purified mABHD4, FP-Rh probe fluorescence polarization;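 active means inhibition exceeding the mean over every tested compound plus 3 SD, cut at about 30% in these data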;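 further: 0% = plate median of compound wells and 100% = S159A mutant with DMSO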
#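 Assay system: mABHD4 protein; medium: HEPES pH 7.0, NaCl, Pluronic buffer; dosing: 8.92 µM, single dose; schedule: 45 min + 60 min at 25 °C; signal: FP readout, ex 525 nm / em 598 nm; read-out: normalized percent inhibition of probe labeling; repeats: single replicate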
# ASAP1 GAP inh – inhibitors of human ASAP1 ArfGAP activity; Q9ULH1; AID 624377; inhibition, % at 16.5 µM; ASAP1-stimulated ARF1 GTP hydrolysis, GDP FP detection; actives 0.19% (n = 360,000); in the data active means inhibition above about 25%;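 further: 0% = vehicle with enzyme and substrate and 100% = no enzyme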
# GC-B act – GC-B (human) receptor activation. AID 1920062. HEK293-GC-B cells, CNP EC30, cGMP TR-FRET; 0% at EC30 CNP, 100% saturating CNP. P20594. actives 0.11% (n = 370,000). activation, % at 10 µM;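 active means activation at 10 µM reaching about 35% in either raw or pattern-adjusted values, limit read from the data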
# rCAG binder – molecules binding r(CAG) RNA repeats | r(CAG) RNA repeat, TO-PRO-1 dye displacement fluorescence | inhibition, % at 3 µM | actives 1.3% (n = 370,000) | AID 651821;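 active means inhibition above the plate cutoff, the mean of all test compounds on that plate plus 3 SD, cut at about 35% in these data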;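 further: 0% = DMSO alone and 100% = 100 µM mitoxantrone as full dye displacement; higher means more dye released from RNA so lower well fluorescence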
# ARFGAP1 inhibitor – inhibits rat ARF GTPase activating protein 1 | Q62848 | Arfgap1-stimulated ARF1 GTP hydrolysis, GDP FP detection | inhibition, % at 16.5 µM | actives 0.26% (n = 360,000) | AID 651572;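 active means inhibition above a per-plate limit, mean inhibition of low control wells plus 3 SD, cut at about 25% in these data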;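 further: 0% = DMSO wells with enzyme and 100% = wells lacking Arfgap1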
#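 Material: rat Arfgap1 GAP domain (His6, aa 1-136), purified enzyme. Also added: human ARF1(Δ1-17)-GTP substrate. Compound dosing: 16.5 µM single point, 1.26% DMSO. Timing: enzyme reaction 120 min at 25 °C after 20 min preincubation. Signal: GDP detection by fluorescence polarization. Read-out basis: percent inhibition of GAP-stimulated GDP formation, scaled between DMSO and no-Arfgap1 medians.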
# Numbers without * were called inactive; · = not tested or not shown. Hits appear at their usual frequency. Share with any hit: about 4.4%.
SMILES,SMARCA2 act,HTRA1 inh,PG9 binder,Rev-erbA mod,GC-A act,ABHD4 inh,ASAP1 GAP inh,GC-B act,rCAG binder,ARFGAP1 inhibitor
Nc1nc(CN2CCCCCC2)nc(Nc2ccc(F)cc2)n1,-1,-5,-0.1,7,-2,2,4,4,4,3
O=c1c2ccccc2[nH]c(=S)n1C1CCCCC1,-1,-12,1.8,4,3,3,15,2,1,5
O=C(NCC(=O)N(c1ccc(F)cc1)C(C(=O)NC1CCCCC1)c1cccnc1)c1ccco1 (stereo unspecified),-1,1,0.4,0,-1,9,5,-3,-2,-17
CC(=NO)C1CCC2C3CCC4=CC(=NO)CCC4(C)C3C(=O)CC12C (stereo unspecified),5,-8,-2.3,-4,-1,-11,-4,-4,-3,5
Cc1ccc(OCC(=O)N2CCN(c3ccc([N+](=O)[O-])c(N4CCOCC4)c3)CC2)cc1,-2,-8,-0.9,2,-3,8,-4,-4,-7,14
O=C(O)c1ccc(Cn2cc(C(F)(F)F)ccc2=O)cc1,1,2,2.2,0,3,0,-10,6,-1,-11
CC1CCN(S(=O)(=O)c2ccc(NC(=O)CN3CCN(C)CC3)cc2)CC1,-5,0,1.8,1,4,14,-16,3,-4,6
COC(C(=O)N1CCC(n2nccc2NC(=O)C2CC2)CC1)c1ccccc1 (stereo unspecified),3,-3,-2.1,-1,0,-4,-2,-1,2,-3
CCn1nc(C(=O)Nc2ccc(C)c(C)c2)c(Cl)c1Cl,6,3,0.6,1,-7,-1,-1,-4,0,1
O=C(N=Nc1c(O)[nH]c2ccccc12)c1cc(-c2ccc(F)cc2)n[nH]1,1,-7,-3.8,-22,6,-2,2,4,-2,18
COc1cc2ccccc2c2c1CCCC2=O,0,-7,2.2,-4,-2,1,10,4,1,-4
O=C(CSc1nnc(NC(=O)c2ccccc2)s1)NCc1ccco1,7,-2,-2.1,-4,3,0,10,-3,4,-4
COc1ccc(-c2csc(NC(=O)c3cc(C)oc3C)n2)cc1OC,-1,-28,2.4,-5,-5,-3,8,6,4,2
COc1cc(OC)c(C(=O)NC2CCCCCC2)cc1OC,2,-3,0.7,-1,2,2,-1,-2,-8,-4
CCC(=O)Nc1ccc(Cl)c(NC(=O)c2cccc(OC)c2)c1,-5,-1,0.5,-1,2,-2,3,0,-3,-5
COc1ccc(OC)c(NC(=O)Cc2cccs2)c1,4,-9,-3.8,-2,-10,1,7,-1,4,9
CCOc1ccc(N(CC(=O)NCc2ccc(OC)cc2)S(=O)(=O)c2c(C)[nH]c(=O)[nH]c2=O)cc1,6,-5,-1.6,-1,2,0,2,2,9,-4
O=C1COc2ccccc2N1Cc1ccccc1Cl,-2,-15,-2.1,1,-1,-5,-5,4,-3,3
Cn1cc[n+](C)c1COc1ccc(C=O)cc1,3,2,-0.5,2,0,0,0,1,1,4
CC(=O)Nc1ccc(NC(=O)c2cc(-c3cc(F)ccc3OCC3CCCO3)n[nH]2)cc1 (stereo unspecified),-1,·,0.9,8,7,-7,3,17,3,-10
O=C1N(c2ccccc2C(F)(F)F)O[C@]1(c1ccccc1)C1CCCC1,1,0,1.7,3,0,0,0,-6,-1,-7
COc1ccc(NC(=O)Cn2c(=O)c(C)nc3ccccc32)cc1Cl,1,-5,-0.3,12,-1,-6,8,0,3,-2
Cc1ccc(C(=O)CCNc2ccc(Cl)cc2)o1,5,-7,-0.6,-4,2,-1,4,1,-1,-10
COc1ccc(-c2nc(C)sc2C)cc1,2,-7,-0.8,-1,27,5,9,18,-5,14
CCC(C(=O)NCC1CCCO1)N(C(=O)c1snc(C(N)=O)c1N)c1ccc(Cl)cc1 (stereo unspecified),-3,11,-2.0,8,-10,-1,6,-2,-3,13
CC1CCCC(C)N1CCCNC(=O)CN1C(=O)COc2ccc(S(=O)(=O)N3CCOCC3)cc21 (stereo unspecified),0,2,0.5,-2,3,-1,7,4,1,-16
COc1ccc(C(=O)NCCCN2CCOCC2)cc1OC,-2,1,1.0,4,3,4,-8,0,1,-2
Cc1ccc(NC(=O)c2ccc(C(=O)c3ccccc3)cc2)nc1,-1,-14,-0.2,7,3,-2,21,0,-1,3
O=C(NCCCN1CCN(c2cccc(Cl)c2)CC1)c1cccc(N2CCCC2=O)c1,-1,1,-1.2,-2,-10,-3,-4,-5,2,-5
O=C(CSc1nnc(-c2ccncc2)n1-c1ccccc1Cl)Nc1ccc(C(=O)O)cc1,-1,-8,0.4,-6,-4,-10,5,4,5,2
O=S(=O)(c1cc(Cl)ccc1Cl)N1CCCCC1,1,-2,-1.5,-1,3,3,5,1,0,-1
CCOC(=O)Nc1ccc(S(=O)(=O)NCCCN2CCOCC2)cc1,-3,-2,-0.9,-4,-2,1,4,4,1,7
Cc1ccc(O)c(NC(=O)/C=C/C(=O)O)c1,-2,5,-0.8,-2,1,10,0,-1,0,2
CCC(=O)c1ccc(N2CCN(C(=O)c3cc([N+](=O)[O-])ccc3N3CCN(C)CC3)CC2)c(F)c1,-1,-1,0.4,0,0,-2,-1,2,-8,5
O=C(NCCc1ccc(Cl)cc1)c1ccc2c(c1)OCCO2,0,1,0.4,-4,4,3,4,1,-5,3
COCCn1c(=NC(=O)c2cc3ccccc3oc2=O)sc2cc(S(N)(=O)=O)ccc21,2,3,2.2,1,-1,-1,-13,0,4,4
Cc1ccc(S(=O)(=O)N2CCN(S(=O)(=O)c3ccccc3Br)CC2)cc1,-3,3,-1.1,1,-2,1,-4,2,4,-11
CCN(C(=O)CN1C(=O)/C(=C/c2ccc(F)cc2)SC1=S)C1CCS(=O)(=O)C1 (stereo unspecified),-2,0,-1.1,5,-1,-8,9,0,3,-12
CC(C)Cc1nnc(NC(=O)CCNC(=O)c2ccco2)s1,-2,1,-0.4,-2,0,-1,1,-1,0,12
COc1ccc(S(=O)(=O)N(C)C[C@H]2Oc3ccc(NS(=O)(=O)c4ccccc4)cc3C(=O)N([C@H](C)CO)C[C@@H]2C)cc1,-2,-7,-1.3,3,0,0,-4,2,10,3
COc1cc(C(C)=O)ccc1COc1ccc(C(=O)OCC(N)=O)cc1OC,3,-18,3.9,2,0,-4,7,-6,2,4
COc1cccc(Nc2nc3cc(C)ccc3cc2C)c1,-8,-19,2.3,6,4,14,10,4,4,-2
CCN1CCN(C(=O)CCN2C(=O)c3ccccc3S2(=O)=O)CC1,-1,2,-2.5,2,0,3,1,2,-4,-7
C[C@H](c1ccccc1)N1C[C@@H](COCc2ccccc2)Oc2cc(N3CCC[C@H]3CO)ccc2S1(=O)=O,-2,·,-2.5,-3,4,-8,3,-2,10,11
COc1ccccc1Nc1cc(C)nc(Nc2ccccc2OC)n1,-1,-11,1.1,3,0,9,-5,1,2,0
O=C(CNC(=O)c1ccc(-c2ccccc2)cc1)OCc1ccc(Cl)cc1,-3,-4,-0.4,0,-3,6,8,-1,0,-6
O=C(CCn1c(=O)c2ccccc2n(Cc2cccnc2)c1=O)NCc1ccc2c(c1)OCO2,0,3,0.2,-1,1,4,5,1,-1,3
Cc1ccc(C2C(C(=O)c3cc4ccccc4o3)=C(O)C(=O)N2CCN2CCOCC2)o1 (stereo unspecified),-2,8,1.7,·,·,4,8,·,7,-13
CCn1c(SCC(=O)Nc2ccccc2)nc2c(c1=O)SCC2,-2,-1,-0.7,1,-2,5,-6,3,2,-2
S=c1[nH]c(-c2ccccc2)cn1/N=C/c1cccc2ccccc12,-1,-33,-1.2,4,0,3,5,-6,11,8

# Three structures from above, sorted by number of heavy atoms, low to high:
SMILES,SMARCA2 act,HTRA1 inh,PG9 binder,Rev-erbA mod,GC-A act,ABHD4 inh,ASAP1 GAP inh,GC-B act,rCAG binder,ARFGAP1 inhibitor
COc1cccc(Nc2nc3cc(C)ccc3cc2C)c1,-8,-19,2.3,6,4,14,10,4,4,-2
S=c1[nH]c(-c2ccccc2)cn1/N=C/c1cccc2ccccc12,-1,-33,-1.2,4,0,3,5,-6,11,8
O=C(CNC(=O)c1ccc(-c2ccccc2)cc1)OCc1ccc(Cl)cc1,-3,-4,-0.4,0,-3,6,8,-1,0,-6

# The results go on:
SMILES,SMARCA2 act,HTRA1 inh,PG9 binder,Rev-erbA mod,GC-A act,ABHD4 inh,ASAP1 GAP inh,GC-B act,rCAG binder,ARFGAP1 inhibitor
CCC(Br)C(=O)Nc1ccc(OC)cc1 (stereo unspecified),-1,9,-0.1,1,0,5,0,7,-4,4
NC(=S)Nc1nc2ccccc2[nH]c1=O,-2,·,-5.0,-5,9,5,15,9,4,-8
Cc1ccc(C(=O)N2CCN(c3ccc(NC(=O)c4cccnc4Cl)cc3)CC2)cc1,-1,6,-1.9,2,1,-1,6,6,-1,7
O=S1(=O)CCOC[C@H](CC2CCCCC2)N1Cc1ccc(Cl)cc1,0,-6,-2.1,-2,-10,-1,-6,-12,0,3
O=C1C2ON(c3ccccc3)C(c3ccccn3)C2C(=O)N1c1ccc(Br)cc1 (stereo unspecified),1,5,-1.2,-6,2,-7,0,7,14,-2

# Results in GC-A act and PG9 binder, for some of the entries so far:
Structure,GC-A act,PG9 binder
CCC(Br)C(=O)Nc1ccc(OC)cc1 (stereo unspecified),0,-0.1
NC(=S)Nc1nc2ccccc2[nH]c1=O,9,-5.0
Cc1ccc(C(=O)N2CCN(c3ccc(NC(=O)c4cccnc4Cl)cc3)CC2)cc1,1,-1.9
O=S1(=O)CCOC[C@H](CC2CCCCC2)N1Cc1ccc(Cl)cc1,-10,-2.1
O=C1C2ON(c3ccccc3)C(c3ccccn3)C2C(=O)N1c1ccc(Br)cc1 (stereo unspecified),2,-1.2
